POLI inh = inhibitors of human DNA polymerase iota; Potency, µM (highest dose often 115 µM), inactives show at the highest dose activity, negative = inhibition, usual class: inhibitors; AID 588590; 390,000 compounds, 1% hits; Pol iota fluorescent replication assay, 10 min; Q9UNA4; note: potency is the fitted concentration of half-maximal effect
Target sequence (Q9UNA4 whole entry, looked up): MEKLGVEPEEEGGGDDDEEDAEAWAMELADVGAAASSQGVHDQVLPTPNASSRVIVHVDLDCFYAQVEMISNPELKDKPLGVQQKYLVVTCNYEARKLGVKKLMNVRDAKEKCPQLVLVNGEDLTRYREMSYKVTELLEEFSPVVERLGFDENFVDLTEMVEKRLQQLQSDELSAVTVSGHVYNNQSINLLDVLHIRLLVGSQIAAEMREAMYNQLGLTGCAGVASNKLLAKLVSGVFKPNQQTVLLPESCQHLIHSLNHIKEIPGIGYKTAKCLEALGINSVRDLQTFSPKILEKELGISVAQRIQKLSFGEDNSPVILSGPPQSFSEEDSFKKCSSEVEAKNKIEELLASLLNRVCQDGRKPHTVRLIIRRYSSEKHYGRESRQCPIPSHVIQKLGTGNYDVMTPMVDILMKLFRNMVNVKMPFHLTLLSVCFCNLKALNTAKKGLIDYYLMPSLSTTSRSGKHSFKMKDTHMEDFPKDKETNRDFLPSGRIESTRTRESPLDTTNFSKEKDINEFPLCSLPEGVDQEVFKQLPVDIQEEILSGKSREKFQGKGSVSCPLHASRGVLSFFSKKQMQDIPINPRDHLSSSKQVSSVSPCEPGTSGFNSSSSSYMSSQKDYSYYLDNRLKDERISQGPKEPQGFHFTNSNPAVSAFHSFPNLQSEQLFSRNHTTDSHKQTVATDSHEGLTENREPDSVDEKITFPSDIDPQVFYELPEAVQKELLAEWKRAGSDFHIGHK
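Pol iota at 10 nM preincubated 15 min with compounds at room temperature; reaction started with fluorescent substrate, 50 nM final. Fluorescence read kinetically at 0 and 10 min; buffer-only wells as negative control.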
RXFP1 antag = antagonists of human relaxin receptor RXFP1 | 350,000 compounds, 0.59% hits | activity change, negative = inhibition, % at 57.5 µM | Q9HBX9 | HEK293-RXFP1, relaxin-stimulated cAMP HTRF, 30 min; stronger effect = lower value | AID 1259400;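 active = activity change of -60% or lower, but not beyond a set lower limit; inconclusive = change between -60% and -40%, or beyond the set limit; inactive = change above -40%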; note: % is set by controls: 0 for no effect and ±100 for the full control effect
Apoferritin bind = candidate novel general anesthetic via apoferritin binding; P02791; apoferritin/1-aminoanthracene competitive binding, fluorescence; Potency, µM (highest dose often 77.5 µM), for the others: at the top dose activity change, negative = displacement, hits mostly inhibitors; 350,000 compounds, 0.074% hits; AID 485281; note: potency is the fitted concentration of half-maximal effect; % is set by controls: 0 for no effect and ±100 for the full control effect; nearly all actives have a fitted effect of over 20% in size
Target sequence (P02791 2-175 limits assumed): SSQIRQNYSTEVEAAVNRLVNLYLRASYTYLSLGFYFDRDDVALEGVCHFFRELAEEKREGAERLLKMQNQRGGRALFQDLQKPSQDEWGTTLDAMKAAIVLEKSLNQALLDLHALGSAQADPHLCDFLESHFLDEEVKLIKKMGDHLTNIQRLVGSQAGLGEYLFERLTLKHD
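10 uM apoferritin + 50% sat. 1-AMA, PBS; cpd 10 min RT; Ex380/Em535 endpoint; normalized to free probe vs complex; 4-param Hill fit; propofol titration as pos. ctrl.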
Pol eta inh = inhibitors of human DNA polymerase eta; recombinant Pol eta, fluorescent DNA replication assay; Potency, µM (top dose mostly 114 µM), inactives show top-dose activity change, negative = inhibition, usual class: inhibitors; 390,000 compounds, 1.2% hits; AID 588591; note: potency is the fitted concentration of half-maximal effect; % is set by controls: 0 for no effect and ±100 for the full control effect
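Fluorescent replication assay: 50 nM final substrate added after a 15 min room-temperature compound preincubation with 10 nM enzyme. Signal taken at 0 min and again at 10 min.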
Pol kappa inh = blocks human DNA polymerase kappa activity; purified Pol kappa, fluorescent DNA synthesis assay, 10 min; 400,000 compounds, 0.53% hits; Q9UBT6; AID 588579; Potency, µM (doses to about 107 µM), for the others: at the highest dose activity, negative = inhibition, actives largely listed as inhibitors; note: potency is the fitted concentration of half-maximal effect; % is set by controls: 0 for no effect and ±100 for the full control effect
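Kinetic fluorescence screen: compound preincubated 15 min RT with 10 nM enzyme; 50 nM substrate (final) initiates; reads at 0/10 min.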
Tb PGK inh = T. brucei PGK inhibition; Potency, µM (highest dose often 57.5 µM), inactives show at the highest dose activity change, negative = inhibition, most hits filed as inhibitors; 380,000 compounds, 0.043% hits; P07378; PGK/GAPDH coupled, Kinase-Glo luminescence, 60 min; note: potency is the fitted concentration of half-maximal effect; % is set by controls: 0 for no effect and ±100 for the full control effect; nearly all actives have a fitted effect of over 60% in size
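Recombinant glycosomal PGK reaction used 1,3-bisphosphoglycerate generated in-well by GAPDH (100nM final) in 100mM TEA pH 7.6, 5mM MgCl2, 0.01% Tween-20. After 60 minutes at room temperature, ATP was read by Kinase-Glo Plus luminescence end-point.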
APE1 inh = inhibitors of human APE1 endonuclease; 350,000 compounds, 0.35% hits; AID 2517; P27695; Potency, µM (top dose mostly 65.8 µM), without a hit: top-dose activity change, negative = inhibition, actives largely listed as inhibitors; recombinant APE1, TAMRA/BHQ-2 abasic DNA cleavage fluorescence;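 note: potency is the fitted concentration of half-maximal effect; plate controls were vehicle for no effect and reference inhibitor for full effect; nearly all actives have a fitted effect of over 55% in size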
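Enzyme (0.75 nM final) and test compound are incubated 15 min at room temperature before adding 50 nM quenched THF abasic-site duplex. Cleavage dequenches TAMRA, followed at 525/598 nm over three reads one minute apart.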
POLB inh = inhibitors of human DNA polymerase beta; P06746; Pol beta primer extension/strand displacement, fluorescence kinetic; Potency, µM (doses to about 114 µM), for inactives: at the top dose activity change, negative = inhibition, most hits filed as inhibitors; 340,000 compounds, 1.3% hits; note: potency is the fitted concentration of half-maximal effect; % is set by controls: 0 for no effect and ±100 for the full control effect
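Reaction started by 50 nM substrate onto compound-treated Pol beta (10 nM, 15 min preincubation, room temperature); plates read at 0 min and 10 min. Normalized concentration-effect data fitted by four-parameter Hill equation.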
BLM helicase inh = inhibitors of human Bloom syndrome helicase BLM | 350,000 compounds, 0.2% hits | P54132 | Potency, µM (doses to about 56.1 µM), without a hit: top-dose activity change, negative = inhibition, most hits filed as inhibitors | recombinant BLM DNA unwinding, fluorescence dequenching | AID 2528;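 note: potency is the fitted concentration of half-maximal effect; plate controls were vehicle for no effect and no enzyme for full effect; nearly all actives have a fitted effect of over 35% in size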
Numbers without * were called inactive; i = inactive; u = inconclusive; x = not tested or not shown; & = joins results of further samples; [ ] = remark or other dose. Unless noted, calls come from the whole dose curve; as a rule, active = well fitted curve in the direction sought with a large enough effect; inconclusive = small, poorly fitted or top-dose-only effect, or another doubt; inactive = no such curve, though single readings can be large; an effect the other way counts as inactive or inconclusive.

1: O=C1CCC([N+](=O)[O-])C(c2ccccc2Cl)N1 (stereo not given)
2: O=C(Nc1ccc(NC(=O)c2cccs2)cc1)c1ccc(Cl)cc1
3: O=C(COC(=O)Cc1cccs1)Nc1ccccc1
4: CC(=O)N(CCC(Cc1ccccc1)c1ccc2c(c1)OCO2)Cc1ccc(Cl)cc1 (stereo not given)
5: COC(=O)c1c(NC(=O)c2c(-c3ccccc3Cl)noc2C)sc2c1CCC2
6: COc1ccc2nnc(-c3ccccc3)n2n1
7: CC12COC3(C(=O)NCCc4ccccc4)CC1CCC32C (stereo not given)
8: Cc1ccc(NC(=S)N2CCN(C(=O)C3CCCO3)CC2)c(C)c1 (stereo not given)
Compound,1,2,3,4,5,6,7,8
APE1 inh,3%,x,17%,-5%,4%,2%,0%,-10%
Pol kappa inh,-7%,-12%,-6%,-9%,-20%,-19%,-12%,3%
POLI inh,24%,-14%,2%,15%,u,89µM*,15%,16%
Tb PGK inh,3%,-10%,9%,-6%,1%,-7%,4%,-8%
Apoferritin bind,-2%,4%,-13%,72%[activator],0%,-6%,-12%,-8%
BLM helicase inh,-1%,-3%,-4%,-15%,-5%,4%,8%,-2%
POLB inh,-10%,-16%,17%,8%,-2%,-1%,34%,58%
Pol eta inh,-1%,-17%,3%,4%,7%,-2%,-10%,3%
RXFP1 antag,6,-2,1,-9,-4,6,-5,-3

9: CC(=O)N/C(=N\OCc1ccc(Br)cc1)c1nonc1NC(C)=O
10: COc1cc(NC(=O)c2ccccc2NS(=O)(=O)c2ccc(Cl)s2)cc(OC)c1
11: Cc1cc(NC(=O)CCC(=O)N(CC2CCCO2)C(C(=O)NC2CCCC2)c2cccnc2)no1 (stereo not given)
12: C=CCn1c(CNC(=O)c2cccs2)nnc1SCc1ccc(Cl)cc1Cl
13: COc1ccccc1CN1C[C@@H]2C[C@@H](c3[nH]c4c(C)cccc4c3C)N3CCC[C@@]23C1=O
14: COc1ccc2nc(/C=N/NC(=O)[C@@H]3CCCN3C(=O)OC(C)(C)C)ccc2c1
15: Cc1ccc(NC(=O)c2oc3ccc(S(=O)(=O)N(C)C4CCCCC4)cc3c2C)c(C)c1
16: CCCCN1CCC(CCC(=O)c2cc(Cl)c(N)cc2OC)CC1
Compound,9,10,11,12,13,14,15,16
APE1 inh,4%,1%,10%,3%,-4%,-5%,x,-5%&-2%
Pol kappa inh,-11%,1%,-3%,-24%,9%,2%,-3%[60.1 µM],2%&-10%[19.4 µM]
POLI inh,22%,-24%,21%,-4%,1%,49%[activator],-6%,x
Tb PGK inh,1%,i,-2%,-3%,i,9%,-9%,x
Apoferritin bind,-3%,-5%,-7%,-19%,-24%,4%,-6%,0%
BLM helicase inh,0%,-16%,-1%,-6%,-6%,2%,-5%,-9%
POLB inh,10%,u,36%,-7%,9%,-3%,2%,x
Pol eta inh,-3%,-13%,11%,-19%,-15%,-9%,-15%,x
RXFP1 antag,-2,-16,0,25,-12,-1,-8,x

17: CCOc1ccccc1N(CC(=O)NCCSCc1ccco1)S(=O)(=O)c1ccccc1
18: O=C(N/N=C/c1cc(Cl)ccc1O)c1ccncc1
19: CC1CCc2sc(NC(=O)c3ccc(N4C(=O)CCC4=O)cc3)c(C(N)=O)c2C1 (stereo not given)
20: N=C(N)N1CCc2ccccc2C1
21: Cc1ccc(Nc2c(-c3ccccc3O)nc3ccc(Br)cn23)cc1
22: Cc1ccc(C(O)CCc2ccc(N)cc2)cc1 (stereo not given)
23: COCCNc1nnc(SCC(=O)c2c[nH]c3ccccc23)s1
24: COc1ccc(-c2cc(C(=O)N3CCN(c4ccc(F)cc4)CC3)no2)cc1OC
Compound,17,18,19,20,21,22,23,24
APE1 inh,-34%,15%,17%,7%,x,51%,3%,-9%
Pol kappa inh,u,-4%,-8%,-4%[12 µM],-26%,0%,-12%,0%&-18%
POLI inh,u,23%,23%,x,-3%,77%[activator],10%,-16%&31%
Tb PGK inh,1%,-6%,-4%,x,-1%,-2%,8%,-8%&-7%
Apoferritin bind,-8%,5%,-2%,-10%,6%,-5%,-13%,-3%&-18%
BLM helicase inh,-15%,2%,-11%,-3%&-11%,-8%,0%,-12%,-9%&-6%
POLB inh,28µM*,0%,8%,-2%,2%,8%,-1%,4%&1%
Pol eta inh,u,u,u,x,-16%,-13%,-13%,9%&-16%
RXFP1 antag,-7,-4,1,15,2,-3,2,-20&-18

25: CCc1cccc(N(C(=O)c2csnn2)C(C(=O)NC2CCCCC2)c2cccnc2)c1 (stereo not given)
26: CC(=O)Nc1ccc(OC(=O)c2c(-c3ccccc3Cl)noc2C)cc1
27: Cc1cccc(C(=O)N2CCCC(N3CCN(Cc4ccc5c(c4)OCO5)CC3)C2)n1 (stereo not given)
28: CN(CCCn1c(=S)[nH]c2ncccc2c1=O)Cc1ccccc1
29: Cc1nc(=S)c2ccccc2[nH]1
30: CS(=O)(=O)N1CCN(C(=O)c2ccccc2)C1
31: CC(C)NS(=O)(=O)c1ccc(NC(=O)Cc2ccsc2)cc1
32: Cc1ccc(N=Cc2c(C)[nH]n(-c3ccccc3)c2=O)nc1
Compound,25,26,27,28,29,30,31,32
APE1 inh,40%,-3%,6%,-4%,4%,-1%,-11%,-12%
Pol kappa inh,5%,-5%,4%,-14%,-1%,-4%,4%,-3%
POLI inh,4%,19%,-14%,7%,6%,-1%[58.9 µM],-8%,u
Tb PGK inh,-1%,i,0%,-4%,5%,-3%,x,3%
Apoferritin bind,-4%,-18%,1%,-4%,-11%,-1%,-3%,0%
BLM helicase inh,-5%,-2%,0%,3%,1%,-1%,-4%,0%
POLB inh,-17%,22%,9%,11%,18%,13%,28%,-13%
Pol eta inh,-1%,-15%,-3%,-10%,-12%,3%,-19%,-24%
RXFP1 antag,-23,-4,9,0,2,-8,21,-6

Compounds 1 to 5, reprinted for reference:
1: O=C1CCC([N+](=O)[O-])C(c2ccccc2Cl)N1 (stereo not given)
2: O=C(Nc1ccc(NC(=O)c2cccs2)cc1)c1ccc(Cl)cc1
3: O=C(COC(=O)Cc1cccs1)Nc1ccccc1
4: CC(=O)N(CCC(Cc1ccccc1)c1ccc2c(c1)OCO2)Cc1ccc(Cl)cc1 (stereo not given)
5: COC(=O)c1c(NC(=O)c2c(-c3ccccc3Cl)noc2C)sc2c1CCC2
Compound,1,2,3,4,5
APE1 inh,3%,x,17%,-5%,4%
Pol kappa inh,-7%,-12%,-6%,-9%,-20%
POLI inh,24%,-14%,2%,15%,u
Tb PGK inh,3%,-10%,9%,-6%,1%
Apoferritin bind,-2%,4%,-13%,72%[activator],0%
BLM helicase inh,-1%,-3%,-4%,-15%,-5%
POLB inh,-10%,-16%,17%,8%,-2%
Pol eta inh,-1%,-17%,3%,4%,7%
RXFP1 antag,6,-2,1,-9,-4

(list continues)
33: CCOC(=O)/C(C#N)=C/c1ccc(N2CCN(C)CC2)cc1
34: Cc1cc2ncn(CCOc3ccccc3)c2cc1C
35: Cc1cc(C(=O)N2CCc3c([nH]c4ccccc34)C2c2cccc(Cl)c2)nn1C (stereo not given)
36: O=C(O)C1CCCCC1C(=O)Nc1ccc(-c2ccccc2)cc1 (stereo not given)
37: O=C(O)COc1ccccc1/C=N/n1c(C2CCCCC2)n[nH]c1=S
38: CCOC(=O)c1c(NC(=O)c2cccs2)sc(CC)c1-c1cccs1
39: O=c1n(Cc2ccc(F)cc2)nc2n1-c1ccccc1SC2
40: Cc1ccc(C)c(NC(=O)CN(C)C(=O)c2cc3c(s2)CCCCC3)c1
Compound,33,34,35,36,37,38,39,40
APE1 inh,14%,1%,2%,0%,15%,1%,-5%,-11%
Pol kappa inh,-2%,-6%,-5%,1%,-9%,1%,0%,-8%
POLI inh,128%[activator],5%,35%[activator],-6%,-13%,-2%[58.9 µM],-12%,21%
Tb PGK inh,-8%,-2%,i,i,-1%,5%,-3%,1%
Apoferritin bind,-6%,u,-20%,-23%,-13%,0%,1%,x
BLM helicase inh,-11%,-3%,8%,0%,-2%,-8%,-7%,x
POLB inh,16%,27%,13%,9%,5%,12%,-9%,x
Pol eta inh,-9%,-9%,-18%,-14%,4%,-17%,-11%,-14%
RXFP1 antag,-4,x,1,-3,1,-6,2,8

With a hit mark in POLI inh (from the list above):
nr	compound	APE1 inh	Pol kappa inh	POLI inh	Tb PGK inh	BLM helicase inh	Pol eta inh	RXFP1 antag
6	COc1ccc2nnc(-c3ccccc3)n2n1	2%	-19%	89µM*	-7%	4%	-2%	6

The list continues.
41: CCN(CC)c1ccc(C=C2C(=O)OC(c3ccccc3)OC2=O)cc1 (stereo not given)
42: O=C(NNc1cccc(Cl)c1)c1cccnc1Oc1ccccc1
43: CC(C)(C)C1CCc2c(sc(NC(=O)c3cccs3)c2C(N)=O)C1 (stereo not given)
44: CC(=O)Nc1cccc(/C(C)=N/Nc2ccc(S(=O)(=O)Nc3ccccc3C(=O)O)cc2[N+](=O)[O-])c1
45: Cc1ccc(Cc2nc3ccccc3nc2SCC(=O)N2CCc3ccccc32)cc1
46: COc1cc(/C=C/C(=O)OCC(=O)NCCN2C(=O)CSC2=O)ccc1OCC#N
47: O=C(CN1CCN(S(=O)(=O)c2ccc(Cl)c(Cl)c2)CC1)N1CCCCC1
48: O=C(c1ccc(COc2ccccc2Cl)o1)N1CCN(c2ccccc2)CC1
Compound,41,42,43,44,45,46,47,48
APE1 inh,12%,3%,2%,x,x,-11%,-11%,u
Pol kappa inh,-11%,-10%,-11%,-13%,-7%[60.1 µM],16%,-13%,-4%
POLI inh,34%[activator],57%[activator],-16%,u,25%,-5%,31%[activator],16%
Tb PGK inh,i,i,-5%,-14%,0%,-8%,-6%,-1%
Apoferritin bind,-15%,-7%,8%,x,5%,x,x,67%[activator]
BLM helicase inh,-3%,-4%,-12%,x,-2%,x,x,-10%
POLB inh,12%,u,10%,x,u,x,x,-6%
Pol eta inh,u,-18%,-1%,22µM*,-16%,-7%,-7%,-24%
RXFP1 antag,3,-8,7,-5,x,-2,-1,17

Some of the compounds tested. The share of hits here may be higher or lower than overall.
